High-throughput results from PubChem BioAssay.
CHT PAM = human CHT allosteric activation; Q9GZV3; CHT-expressing cells, membrane potential dye, choline EC20; active compounds read high; LV-AA mutant CHT in HEK293 cells; B-score at 10 µM; actives 0.49% (n = 310,000); AID 488977;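 active means initial fluorescence not abnormally high and integrated response B-score, plate-corrected, over 3 SD above library mean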
Target sequence (Q9GZV3 whole entry, looked up): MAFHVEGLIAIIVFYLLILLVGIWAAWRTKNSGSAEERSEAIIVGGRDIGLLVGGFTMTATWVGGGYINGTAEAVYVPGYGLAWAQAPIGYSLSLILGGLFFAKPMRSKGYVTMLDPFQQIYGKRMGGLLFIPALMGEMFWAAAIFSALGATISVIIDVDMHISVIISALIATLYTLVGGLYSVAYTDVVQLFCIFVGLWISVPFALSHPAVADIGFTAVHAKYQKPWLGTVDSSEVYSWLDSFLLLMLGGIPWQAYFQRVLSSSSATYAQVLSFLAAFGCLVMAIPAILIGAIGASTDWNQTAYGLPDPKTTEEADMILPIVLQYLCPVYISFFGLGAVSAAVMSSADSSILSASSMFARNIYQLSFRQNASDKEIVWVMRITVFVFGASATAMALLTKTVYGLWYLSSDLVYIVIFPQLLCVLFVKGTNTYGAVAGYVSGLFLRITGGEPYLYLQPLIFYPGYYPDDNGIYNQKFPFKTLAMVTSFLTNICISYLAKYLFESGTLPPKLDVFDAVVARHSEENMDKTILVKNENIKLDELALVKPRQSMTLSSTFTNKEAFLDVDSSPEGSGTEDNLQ
OX1R antag = human HCRTR1 antagonism. O43613. CHO/OX1R cells, Fluo-8 calcium fluorescence, orexin A. inhibition, % at 5 µM. actives 0.43% (n = 330,000);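 active means inhibition above its plate's threshold, mean inhibition of all tested compounds on the plate plus 3 SD, cut at about 37% in these data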;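 further: 0% = orexin A challenge wells and 100% = SB-334867-A antagonist wells; not every result past the cut was called active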
Target sequence (O43613 whole entry, looked up): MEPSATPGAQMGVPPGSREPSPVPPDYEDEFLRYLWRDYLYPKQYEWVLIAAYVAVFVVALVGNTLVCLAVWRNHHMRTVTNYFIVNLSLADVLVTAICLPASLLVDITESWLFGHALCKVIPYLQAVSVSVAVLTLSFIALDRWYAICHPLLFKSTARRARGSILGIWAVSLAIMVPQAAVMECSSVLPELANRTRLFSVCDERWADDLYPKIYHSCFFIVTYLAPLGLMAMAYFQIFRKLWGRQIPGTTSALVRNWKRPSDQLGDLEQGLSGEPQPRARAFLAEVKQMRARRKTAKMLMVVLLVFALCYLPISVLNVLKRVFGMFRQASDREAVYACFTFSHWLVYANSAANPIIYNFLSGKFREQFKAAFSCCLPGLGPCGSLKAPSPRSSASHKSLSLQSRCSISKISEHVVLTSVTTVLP
* marks the source's active call; other numbers are inactive results; i = inactive; x = no result given.

Values run as follows: CHT PAM	OX1R antag
- CCOc1c(OC)cccc1C1CC(=O)Nc2cc3c(cc21)OCCO3 (stereo not given)
    i	-28.4
- CC(Sc1nnc(-c2ccccc2F)n1C1CC1)C(N)=O (stereo not given)
    i	-22.6
- COc1cc2c(cc1NC(=O)CCC(=O)O)oc1ccccc12
    i	-3.7
- CCC(C)Sc1cc(-c2nc3ccc(C)cn3c2NCc2ccccc2)ccc1OC (stereo not given)
    7.71*	72.6*
- O=C(C1=NN(c2ccccc2)C2C(=O)N(c3ccccc3)C(=O)C12)c1ccccc1 (stereo not given)
    i	-10.0
- CCOC(=O)C1CCCN(C(=O)CN2C(=O)C(CC)Oc3ccc(C)cc32)C1 (stereo not given)
    i	-29.7
- Cc1ccc2c(c1)S/C(=C/c1ccc[n+](C)c1)N2CCO
    6.97*	6.8
- CN(C)S(=O)(=O)c1cccc(NC(=O)c2ccc3nccnc3c2)c1
    i	-7.6
- CC(C)COC(=O)N(C)c1ccc(C(O)(C(F)(F)F)C(F)(F)F)cc1
    i	-0.2
- O=C(CSc1nnc(SCc2ccc(Cl)cc2)s1)c1ccc2c(c1)OCO2
    i	-6.0
- S=c1[nH]nc(CNc2cccc(Cl)c2)o1
    i	-13.7
- Cc1ccc(CC2CC(=O)N(CCc3ccccc3)C2=O)cc1 (stereo not given)
    i	-10.9
- CC1CC(=O)N(c2ccc(NCCc3ccccc3)c([N+](=O)[O-])c2)C1=O (stereo not given)
    i	-2.8
- CC1CCCC(C)N1C(=O)COC(=O)c1c[nH]c2ccccc12 (stereo not given)
    x	-10.3
- O=C(Nc1ccc(-c2nc3cc(NC(=O)c4cccs4)ccc3o2)cc1)c1cccs1
    i	-5.2
- CN(C)c1ccc(CN2CCC(C(N)=O)CC2)cc1
    i	-1.4
- C/C=C\C(=O)Nc1cccc(C2=NOC3(C2)C[C@H](C(N)=O)N(C(=O)/C=C/CC)C3)c1 (stereo not given in full)
    i	-8.8
- NC(=O)CSc1nnc(-c2ccncc2)n1CCc1ccccc1
    i	-3.5
- COc1cc(/C=N/NC(=O)c2cc3c(ccc4ccccc43)o2)cc(OC)c1O
    i	7.0
- COc1ccc(C2N(c3ccccc3)C(=S)N3CCCN23)cc1 (stereo not given)
    i	-9.8
- Cc1ccc2nc(NC(=O)Cn3cc4c(n3)CCCCC4)sc2c1
    i	-35.8
- COc1cc(/C=N/NC(=O)c2ccc(-c3ccccc3)cc2)cc(OC)c1OC
    i	-36.3
- Cc1ccc(NC(=O)CCOc2ccccc2C)cc1F
    i	-0.8
- C=CCOCC(O)Cn1c(N2CCCC2)nc2c1c(=O)n(C)c(=O)n2C (stereo not given)
    i	x
- COc1ccc(OC)c2nc(-c3ccncc3)ccc12
    i	-18.3
- CCOC(=O)c1ccc(-n2nc(C)cc2C)cc1
    i	-17.0
- CCn1nc(C)c([N+](=O)[O-])c1C(=O)NNC(=O)c1ccccc1Cl
    i	-1.0
- CN1C(=O)N(C)C2(C)CC1(C)N(C)C(=O)N2C
    i	-14.5
- COc1cc(OC)cc(C(=O)n2nc(C)cc2C)c1
    i	-2.6
- CCCCOC(=O)Cn1c(=N)n(CCC)c2ccccc21
    i	-22.0
- Cc1cc(C(=O)N/N=C\c2cc(C(C)(C)C)ccc2O)n[nH]1
    i	-21.6
- Cc1nc(-c2cnn(-c3ccccc3)c2)c2cc(C)oc2n1
    i	-18.5
- Cc1ccnc(NC(=O)c2ccc(Cl)c(NC(=O)C(C)Oc3ccccc3)c2)c1 (stereo not given)
    i	-70.4
- CC1=C(C)SC(=C(C#N)c2nnc(N3CCOCC3)n2-c2ccccc2)S1
    i	-8.8
- CC(C)[C@H](NC(=O)c1ccco1)C(=O)Nc1ccc(OC(F)F)cc1
    i	-19.9
- O=C(NC(CO)(CO)CO)c1coc(=O)c(Br)c1
    i	-1.8
- Cc1cccc(NC(=O)CNC(=O)Cc2ccc3c(c2)OCCO3)c1C
    x	-7.3
- CC(C)(C)NC(=O)CSc1nc(O)cc(=O)n1-c1ccccc1F
    i	-12.0
- CCn1cc(C(C)NC(=O)Nc2ccc3c(c2)OCO3)c(C)n1 (stereo not given)
    i	-14.6
- O=C(Nc1sc2c(c1C(=O)O)CCC2)c1ccco1
    i	-3.3
- O=C(c1nc2ccc(Cl)cn2c1CN1CCCC(CO)C1)N1CCc2ccccc2C1 (stereo not given)
    i	-30.0
- CCCCn1nc2cc(C(=O)NCc3cc(C(F)(F)F)cc(C(F)(F)F)c3)ccc2c1OC
    i	-16.1
- COc1ccc(C(=O)NN2C(=O)C3CCC(C)(C2=O)C3(C)C)cc1 (stereo not given)
    i	-10.2
- Cc1ccc(CNCCCSc2ncccn2)cc1
    i	-19.2
- COc1ccccc1C1CC(c2ccc(Cl)cc2)Nc2ncnn21 (stereo not given)
    i	-25.6
- COc1ccc(OC)c(CN2CCN(C(=O)c3cccc4ccccc34)CC2)c1
    i	-23.9
- CN(C)c1cccc(C(=O)Nc2cccc(F)c2)c1
    i	-22.7
- O=C(CSc1nc(-c2ccc(F)cc2)cc(C(F)(F)F)n1)Nc1ccc2c(c1)OCO2
    i	-10.6
- CCOC(=O)[C@H]1[C@H]2COc3ccc(C)cc3[C@@H]2N2C(=O)c3ccc(F)cc3NC(=O)[C@@]12C
    i	-20.0
- CSCCC(NC(=O)c1ccc([N+](=O)[O-])cc1Cl)C(=O)OCC(=O)NC(=O)CN1CCCC1=O (stereo not given)
    i	-0.9
- COc1c(C(=O)NNC(=O)c2ccccc2)csc1Br
    i	-1.4
- COc1ccc(-n2nc(C(=O)NCC(=O)NCc3ccco3)c3ccccc3c2=O)c(OC)c1
    i	-28.9
- O=c1c2ccccc2nc(-c2ccccc2)n1Cc1ccccc1
    i	-24.2
- CC(C)c1ccc(NC(=O)COC(=O)c2cc(=O)[nH]c3ccccc23)cc1
    x	-19.9
- CCOC(=O)c1oc2ccccc2c1NC(=O)c1ccc(S(=O)(=O)N2CCCC2)cc1
    i	4.5
- O=C1CC2CS(=O)(=O)CC2N1c1ccc(Oc2ccccc2)cc1 (stereo not given)
    i	2.2
- Nc1ccccc1SCC(=O)N1CCc2ccccc21
    i	-23.3
- Cc1ccc(-c2nnc(SCC(=O)N/N=C/c3ccc(C)s3)n2-c2ccc(C)cc2)cc1
    i	-33.2
- CC1(C)Cc2cccc(OCC(=O)Nc3cc(C(F)(F)F)ccc3N3CCOCC3)c2O1
    i	-36.1
- CCN(c1ccccc1)S(=O)(=O)c1cc(C(=O)NCc2ccco2)ccc1C
    x	0.1

The listing continues.
Values run as follows: CHT PAM	OX1R antag
- O=C(CCNC(=O)c1ccccc1)NNC(=O)COc1ccccc1Cl
    x	8.3
- COc1ccc(/C=N/OCC(=O)N2CCCC2)c(OC)c1
    i	-7.3
- COc1ccc(C)cc1NC(=O)CSc1nnc2ccc(-c3ccccn3)nn12
    i	-25.3
- CC1CN(C(=O)c2ccc(-c3cccc(C(F)(F)F)c3)o2)CC(C)O1 (stereo not given)
    i	-33.4
- COC(=O)c1sc(NC(=O)c2ccc([N+](=O)[O-])o2)c(C#N)c1C
    i	19.4
- COc1ccc(OCC(=O)N2CCc3c([nH]c4ccccc34)C2c2ccccn2)cc1 (stereo not given)
    i	-14.2
- Cc1cccnc1NC(=O)CCc1c[nH]c2ccccc12
    i	-18.0
- CCOC(=O)c1nc(Nc2ccc(N3CCOCC3)cc2)c2ccccc2n1
    i	-22.5
- O=C(O)c1ccc2c(c1)c1c3n2CCNC3CCC1 (stereo not given)
    i	-7.8
- Cc1c(NC(=O)N2CCCCCC2)c(=O)n(-c2ccccc2)n1C
    i	-8.8
- Cc1cc(C(=O)OCC(=O)N2c3ccccc3NC(=O)C2(C)C)c(C)n1-c1ccccc1
    i	-15.0
- O=C(Cn1cc(C(F)(F)F)cc(Cl)c1=O)Nc1cc(Cl)cc(Cl)c1
    i	-3.5
- O=C(CN1c2cccc3cccc(c23)S1(=O)=O)NCc1ccc(F)cc1
    x	-21.1
- NS(=O)(=O)c1cccc(NS(=O)(=O)c2ccc(/C=C/C(=O)OCC(=O)c3ccc(Br)cc3)cc2)c1
    i	20.9
- CC(C)(C)OC(=O)C[C@H]1C/C=C\C[C@@H](CC(=O)NCCO)C(=O)N[C@H](Cc2ccccc2)COC1=O
    x	-15.2
- CC(=O)n1ccnc1
    i	-1.9
- Cc1ccc(-n2c(C)cc(C(=O)COC(=O)c3ccc[nH]c3=O)c2C)cc1
    i	-3.9
- Cc1[nH]c(-c2ccc(F)cc2)cc1C(=O)N1CCN(c2ccccc2)CC1
    i	x
- O=C(NC(=S)NCc1cccnc1)c1ccccc1F
    i	-13.4
- COc1ccc(S(=O)(=O)c2c(O)c3ccc(C(=O)Nc4ccc(F)cc4F)cc3[nH]c2=O)cc1
    i	-8.4
- CC(C)C1Oc2ccccc2N(CC(=O)N(C)C2CCCCC2)C1=O (stereo not given)
    i	-13.8
- CCOC(=O)c1cnc2ccc(OCC)cc2c1N1CCN(C)CC1
    8.37*	-27.1
- O=C(CSc1nncn1-c1ccccc1F)NC1CC1
    x	-3.7
- COc1ccc(OC)c2c1sc(=NC(=O)c1cccc(N3C(=O)CCC3=O)c1)n2C
    i	-30.3
- CCOc1ccc(OCCC(=O)N2CCN(S(=O)(=O)c3cccc(F)c3)CC2)cc1
    i	-24.5
- O=C(COC(=O)c1cc2ccccc2cc1O)NCc1ccccc1
    x	14.3
- CN(Cc1ccccc1)C(=O)Cn1c(=O)oc2cc(S(=O)(=O)NCc3ccccc3)ccc21
    i	25.2
- CCN(CC)C(=O)C(=O)Nc1ccc(OC)c(Cl)c1
    i	-1.4
- CCCn1c2c(c(O)c(C(=O)Nc3ccc(OC)cc3)c1=O)CCCC2
    i	-21.4
- CCNC(=O)c1sccc1-n1cccc1
    i	-1.7
- CCOC(=O)C1=C2c3cc(OC)c(OC)cc3CC(C)(C)N2C(=O)C1=O
    i	-19.8
- O=S(=O)(Nc1ccc(S(=O)(=O)N2CCCCC2)cc1)c1ccc(Br)s1
    i	-28.1
- CN(C)S(=O)(=O)c1cccc(NC(=O)COC(=O)CCOc2ccccc2)c1
    i	-26.9
- CCOC(=O)c1ccc(CNC(=O)C2CCC(=O)N(CCc3ccccc3)C2)o1 (stereo not given)
    i	-34.0
- O=C(CSc1ccccn1)Nc1nc2ccccc2s1
    i	-19.3
- CC(C)c1ccc(CCNC(=O)CCNS(=O)(=O)c2ccc(Br)cc2)cc1
    x	-23.3
- O=C(Cn1cnc([N+](=O)[O-])n1)N/N=C/c1ccc2ccccc2c1
    i	-7.6
- Cc1ccc(S(=O)(=O)N2CCCC2)cc1C(=O)NCCOc1ccccc1
    x	-22.7
- O=C(NCCCN1CCOCC1)C1(c2ccccc2)CCOCC1
    i	0.3
- CCOC(=O)N1CCN(C(=O)CCn2nc(-c3ccccc3)ccc2=O)CC1
    i	-16.3
- CCc1ccccc1NC(=O)c1cc2sccc2n1C
    i	-25.0
- O=C(O)CN1C(=O)/C(=C\c2cc(Br)ccc2OCc2ccccc2F)SC1=S
    i	-18.5
- Clc1ccc(NCc2cccnc2)c(Cl)c1
    i	-7.1
- Cc1ccc(S(=O)(=O)Nc2c(C)n(C)n(-c3ccccc3)c2=O)cc1C(=O)OCC(=O)N1CCCC(C)C1 (stereo not given)
    i	-17.4
- CC1Cc2ccccc2N1C(=O)CSc1ncccn1 (stereo not given)
    i	-10.1
- Cc1nc2ccccc2c(=O)n1NC(=O)C1CC1C (stereo not given)
    i	-7.3
- COc1cc(CC(=O)OCC(=O)Nc2ccccc2C#N)cc(OC)c1OC
    x	-1.0
- CC(C)NC(=O)Nc1ccc2c(c1)C(=O)N([C@H](C)CO)C[C@H](C)[C@@H](CN(C)S(=O)(=O)c1cn(C)cn1)O2
    x	-0.3
- CCCCOc1ccc(C(C)NC(=O)CCS(=O)(=O)Cc2ccc(C)cc2)cc1 (stereo not given)
    i	-18.4
- CC1CCc2c(C(=O)NCc3ccccn3)csc2C1 (stereo not given)
    i	-11.2
- CN(C(=O)CN1C(=O)NC(C)(c2cccc(Br)c2)C1=O)C1CCCCC1 (stereo not given)
    x	-6.1
- O=C(CCNC(=O)C1CCN(S(=O)(=O)c2ccc(F)cc2)CC1)NCc1ccccc1Cl
    i	-25.9
- CCC(C)NC(=O)Cn1cnc([N+](=O)[O-])c1 (stereo not given)
    i	-9.9
- N#Cc1cc(-c2ccccc2)nn1-c1ccccc1
    i	-18.1
- O=C(N/N=C/c1ccc(OCc2ccccc2)cc1)c1ccncc1
    i	1.4
- Cc1cc(Br)ccc1OCC(=O)NNC(=O)CCc1ccccc1
    i	-10.4
- CCc1nc2ccc(C(=O)N(CC)CC(=O)Nc3c(F)cccc3F)cc2nc1CC
    x	-10.6
- CC1CCCC(NC(=S)NC(=O)c2ccccc2Br)C1C (stereo not given)
    i	-24.6
- O=C(COC(=O)c1cc(=O)[nH]c2ccccc12)Nc1ccc(F)cc1F
    x	-10.2
- COCCn1nnnc1C(c1cc2cc(C)ccc2[nH]c1=O)N1CCCCCC1 (stereo not given)
    i	22.2
- COc1ccc(N2CCN(C(=O)CCc3nnc4ccc(N5CCOCC5)nn34)CC2)cc1
    i	-13.9
- Nc1nnc(CCOc2ccc(Cl)cc2)s1
    i	5.2
